# Assay outcomes: PubChem BioAssay, The Scripps Research Institute Molecular Screening Center
# UHRF1 MBD2 ctr: human UHRF1 methylated DNA binding inhibitors; Q96T88; UHRF1 binding to methylated oligo, TR-FRET; inhibition, % at 4.4 µM; 370,000 tested, 0.75% active; in the data active means inhibition above about 21%;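 further: UHRF1 SRA domain binding a hemimethylated CpG hairpin DNA probe; 0% = median of test compound wells and 100% = reference inhibitor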
# Target sequence (Q96T88 whole entry, looked up, the tested form may be a part): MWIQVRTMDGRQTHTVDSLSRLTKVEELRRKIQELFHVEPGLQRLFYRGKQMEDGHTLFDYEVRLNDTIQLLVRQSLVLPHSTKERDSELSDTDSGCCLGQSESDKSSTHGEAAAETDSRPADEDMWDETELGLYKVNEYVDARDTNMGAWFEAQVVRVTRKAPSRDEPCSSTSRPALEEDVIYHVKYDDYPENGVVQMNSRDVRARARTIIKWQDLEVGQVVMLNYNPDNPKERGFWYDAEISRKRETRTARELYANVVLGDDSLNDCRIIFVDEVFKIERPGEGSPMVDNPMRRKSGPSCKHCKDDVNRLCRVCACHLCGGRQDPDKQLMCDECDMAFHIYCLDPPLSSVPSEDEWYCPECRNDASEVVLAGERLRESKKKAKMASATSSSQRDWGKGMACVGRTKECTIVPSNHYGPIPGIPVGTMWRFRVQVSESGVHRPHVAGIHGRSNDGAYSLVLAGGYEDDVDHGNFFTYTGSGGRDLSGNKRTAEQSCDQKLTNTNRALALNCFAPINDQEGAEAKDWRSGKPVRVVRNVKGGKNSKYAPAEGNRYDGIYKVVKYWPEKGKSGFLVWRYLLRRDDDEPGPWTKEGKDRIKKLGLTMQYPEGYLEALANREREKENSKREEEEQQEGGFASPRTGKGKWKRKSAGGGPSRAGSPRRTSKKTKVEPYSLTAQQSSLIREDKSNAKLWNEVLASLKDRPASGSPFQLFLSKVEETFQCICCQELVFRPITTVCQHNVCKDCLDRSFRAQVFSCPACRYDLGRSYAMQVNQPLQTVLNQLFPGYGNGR
# LEDGF integ inh: blocks HIV-1 LEDGF/p75-dependent DNA integration; AID 743269; TR-FRET IN-LEDGF/p75 DNA integration, Eu/Cy5; 370,000 tested, 0.64% active; inhibition, % at 3.7 µM;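 active means inhibition above the screen-wide mean plus 3 SD, cut at about 13% in these data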;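 further: signal is the Cy5 over europium emission ratio at 671 and 618 nm; 0% = plate median of compound wells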
# TDP2 inh: blocks human TDP2 phosphodiesterase activity | O95551 | recombinant TDP2, T5PNP hydrolysis, p-nitrophenol absorbance 415 nm | inhibition, % at 12.8 µM | 370,000 tested, 0.34% active;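 active means inhibition above the mean of all tested compounds plus 3 SD, set per campaign, cut at about 25% in these data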;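 further: 0% = DMSO with enzyme and 100% = buffer with substrate but no TDP2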
#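 Read-out basis: percent inhibition. System: recombinant human TDP2. Buffer or medium: Mg2+-containing Tris-HCl buffer, pH 7.5. Repeats: single replicate. Timing: reaction 2 h, 37 °C. Benchmarks: high control without enzyme, low control DMSO plus TDP2. Probe or stimulus: 5 mM T5PNP. Doses: 12.8 µM only. Measured by: epi absorbance of p-nitrophenol freed from T5PNP by hydrolysis.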
# MBD2 DNA inh: MBD2-methylated oligo binding inhibition | Q9UBB5 | TR-FRET, MBD2 binding to methylated oligonucleotide | inhibition, % at 4.4 µM | 370,000 tested, 0.31% active; in the data active means inhibition above about 13%
# TCR-CD3 inh: blocks the human TCR-CD3 interaction. TAMRA-labeled TCR probe fluorescence, biochemical. inhibition, % at 9.4 µM. 360,000 tested, 0.37% active; in the data active means inhibition above about 19%;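 further: recombinant mutant TCR 2C K166C tagged with TAMRA read by polarization; 0% = receptor in buffer alone and 100% = receptor with positive control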
# KLK7 zymogen act: proKLK7 (human) activation, primary screen; P49862; purified proKLK7, EDANS-DABCYL substrate fluorescence; 100% is mature enzyme control, 0% vehicle; activation, % at 7 µM; 370,000 tested, 0.9% active;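 active means activation above the mean of all tested compounds plus 3 SD, computed per campaign excluding outliers beyond control limits, cut at about 13% in these data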
# Target sequence (P49862 whole entry, looked up): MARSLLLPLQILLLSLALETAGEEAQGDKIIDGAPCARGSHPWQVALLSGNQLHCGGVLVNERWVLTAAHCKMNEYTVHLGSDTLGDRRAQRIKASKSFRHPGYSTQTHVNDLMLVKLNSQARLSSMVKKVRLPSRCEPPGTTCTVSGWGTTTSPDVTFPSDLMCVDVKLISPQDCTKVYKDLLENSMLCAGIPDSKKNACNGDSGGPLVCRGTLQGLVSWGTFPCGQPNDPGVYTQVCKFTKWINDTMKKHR
# SIAE inh: blocks human sialic acid acetylesterase | Q9HAT2 | SIAE FP-Rh probe binding, fluorescence polarization | inhibition, % at 9.66 µM | 370,000 tested, 0.69% active;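 active means inhibition above a cutoff: mean of compounds within the control limits plus 3 SD of those, cut at about 17% in these data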;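 further: 0% = plate median of compound wells and 100% = probe without SIAE protein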
# PRMT1 FP inh: inhibitors of human PRMT1. recombinant PRMT1, activity-based probe fluorescence polarization. inhibition, % at 2.79 µM. 370,000 tested, 1.3% active;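 active means inhibition above about 21% made by adding two undisclosed values, limit read from the data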
# Tn7 DDE FP: disrupts Tn7 cyclic peptide binding to fibrin D-Dimer-E complex; FP displacement of FITC-Tn7 peptide from fibrin DD(E); 0% = median of compound wells per plate; inhibition, % at 8.3 µM; 370,000 tested, 0.13% active; AID 720508;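 active means inhibition above the mean of compounds falling within the control limits plus 3 SD of them, cut at about 14% in these data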;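 further: 0% = plate median of compound wells and 100% = 10 µM Aha-Tn7 peptide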
#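 assay system = human clot-derived fibrin DD(E) complex | quantity = Fibrin-DD(E) at 2 µM final | timing = 10 min preincubation, 3 h with tracer, room temperature | signal = fluorescence polarization | measure = percent inhibition | benchmarks = high control wells with 10 µM unlabelled Aha-Tn7 peptide (full inhibition) | replicates = singlicate testing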
# DDE Tn6 FP inh: DD(E)-Tn6 binding inhibition, primary FP screen | inhibition, % at 8.3 µM | AID 720509 | Fibrin DD(E) TRITC-Tn6 fluorescence polarization displacement | P02675 | 370,000 tested, 0.21% active;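 active means inhibition above a per-campaign cutoff: mean of compounds within control limits plus 3 SD, cut at about 15% in these data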;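 further: 0% = median of all compound wells on the plate and 100% = blocking peptide control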
# * hit, by the source's call; · = not tested or not shown.
SMILES,UHRF1 MBD2 ctr,LEDGF integ inh,TDP2 inh,MBD2 DNA inh,TCR-CD3 inh,KLK7 zymogen act,SIAE inh,PRMT1 FP inh,Tn7 DDE FP,DDE Tn6 FP inh
CC(C)C[C@H]1CN([C@@H](CC(C)C)CN2CCCC2CN2C(=S)NC[C@@H]2Cc2ccccc2)C(=S)N1CC1CCCCC1 (stereo not given in full),-2,3,5,2,5,-0.1,-5,-2,-2,-2
Cc1cc(C)c(C#N)c(Oc2ccc(O)cc2)n1,1,1,0,-1,0,0.2,12,-3,3,2
CCc1cccc(NC(=O)CCc2c(C)nn(-c3ccc(N4CCCCC4)nn3)c2C)c1,0,2,8,1,7,0.1,-6,0,-4,1
Cc1nc(C(F)(F)F)ccc1C(=O)N1CCC1(C)C(=O)NS(=O)(=O)c1ccccc1 (stereo not given),2,-3,-9,-5,5,0.8,7,0,7,12
C[C@@H]1CN([C@@H](C)CO)S(=O)(=O)c2ccc(Br)cc2O[C@@H]1CN(C)Cc1ccc2c(c1)OCO2,-1,-2,9,4,6,0.2,1,-1,2,-2
COc1ccc(Cl)cc1C(=O)N(Cc1nc(-c2cccc(C)c2)no1)C(C)C,-1,1,5,-5,-2,0.6,-5,-2,1,6
CCC(=O)N1CCc2cc(S(=O)(=O)CCC(=O)NCCc3ccc(OC)c(OC)c3)ccc21,1,0,-10,-1,-1,0.1,-2,1,1,-3
CC1(C)CC2CC(C)(CN2c2ncnc3ccccc23)C1 (stereo not given),2,-4,2,3,-5,-0.1,-3,0,8,14
C=CCn1c(C)cc(/C([O-])=C(/C(=S)Nc2ccc(OC(F)F)cc2)[n+]2ccc(N(C)C)cc2)c1C,-2,4,5,-5,9,0.5,1,11,7,-8
CC(C(=O)N1CCCCC1)n1ncn2cccc2c1=O (stereo not given),0,-1,8,0,1,0.1,0,-3,-2,4
CC1CCN(C(=O)CN2C(=O)c3ccccc3S2(=O)=O)CC1,-2,-4,9,-1,6,-0.2,1,0,-1,2
Clc1ccc(OCCOc2ccc(Br)nc2Br)c(Cl)c1,0,0,1,-3,·,·,-2,-3,0,-2
O=C(Nc1ccc(Br)cc1F)C1CCCN(S(=O)(=O)c2cnc[nH]2)C1 (stereo not given),1,-1,-9,7,5,-0.2,0,4,5,5
Cc1cc(C)cc(NC(=O)COC(=O)C2CC3C=CC2C3)c1 (stereo not given),5,4,-5,3,-6,0.0,-5,-5,-2,-4
CC(c1ccc(F)cc1)n1cc(C(=O)NCc2ccccn2)nn1 (stereo not given),-1,-3,7,0,-3,0.1,1,1,-4,-1
Cn1c2ccccc2c2nnc(SCC(=O)Nc3cccc(O)c3)nc21,-10,1,7,-8,9,0.1,-4,-2,11,7
Cc1ccc(S(=O)(=O)N(C)c2ccccc2C(=O)NC2CCCC2)cc1,-5,2,9,-7,1,-0.7,4,-2,4,3
Cc1cc(CN(C)Cc2ccc(OCC(O)CN(C)Cc3ccccc3)cc2)on1 (stereo not given),9,9,-13,2,-1,-0.9,-2,-3,-6,3
Cc1ccccc1Nc1nc(N)nc(CN(C)Cc2ccccc2Cl)n1,-2,1,-2,0,-6,0.1,2,0,2,0
CC(C)(C)NC(=O)C(c1ccc(O)cc1)N(Cc1ccccc1)C(=O)CCC(=O)Nc1nccs1 (stereo not given),-1,2,11,0,0,0.0,-2,0,0,-4
CCN1C(=O)c2ccc(C(=O)Nc3ccc4c(c3)OCO4)cc2C1=O,2,5,-2,-1,-14,-0.4,-4,-1,-1,-3
COc1cccc(NC(=O)COC(=O)c2nc(Cl)ccc2Cl)c1,-2,4,-4,1,4,0.2,8,-2,2,-3
CC(C)[C@@H]1CC[C@@H](C)C[C@H]1OC[B-](F)(F)F,-1,-2,-9,-5,-6,0.4,8,-7,-1,-4
O=C(CCNS(=O)(=O)c1ccccc1)NNC(=O)COc1ccc(Cl)cc1,-2,-3,8,-1,-12,0.4,6,1,1,3
Cc1cccc(NC(=O)CSc2nnc(-c3ccccc3Br)o2)c1C,-2,-4,-11,-3,8,-0.1,1,5,-5,-15
O=C(N/N=C/c1cc(Cl)cc([N+](=O)[O-])c1O)c1cccc(S(=O)(=O)N2CCOCC2)c1,-13,-6,-3,-8,41*,-0.9,12,2,0,-2
CC(C)C1S/C(=N/N=C/c2cccs2)NC1=O (stereo not given),2,3,-14,-7,-5,-0.2,1,-2,-1,-3
CCCC(CNC(C)=O)(C1=CCCCC1)c1ccccc1 (stereo not given),-1,1,-1,5,3,0.0,3,-1,2,-4
Cc1cccc(C(=O)Oc2ccccc2/C=N/Nc2ccc([N+](=O)[O-])cc2)c1,-3,11,-6,1,2,-0.2,13,-3,-3,0
CCOC(=O)CSc1nnc(C)n1N,-1,0,4,2,5,1.2,-2,-2,1,-9
CCCCNC(=S)N/N=C1\CCCCc2ccccc21,-3,2,13,1,-8,0.5,1,-2,-3,-6
O=C(COC(=O)CCC1CCCC1)Nc1ccc(F)cc1,0,-3,6,2,-3,-0.1,-3,0,-6,1
Cc1cccc(NC(=O)C(=O)N/N=C/c2ccncc2)c1,0,3,1,3,4,-0.1,5,1,-10,-2
Cc1ccc(F)cc1C(=O)N1CCOCC1c1cc(C(=O)NCc2ccccc2)no1 (stereo not given),3,-8,-2,3,-6,-0.3,6,5,-4,-4
O=C1CN(C(=O)COc2cccc(F)c2)c2ccccc2N1,-1,5,2,-1,4,0.5,-1,0,-8,-4
Cc1ccc(C)c(S(=O)(=O)NCc2ccc3c(c2)OCO3)c1,4,-6,-2,-3,4,0.0,-8,5,-3,0
O=C(NC(=S)Nc1ccc(N2CCOCC2)cc1)c1cccc([N+](=O)[O-])c1,-3,2,7,0,7,0.0,3,-1,-7,0
CCOC(=O)c1c(NC(=O)CSc2nnc(CNc3ccc(F)cc3)o2)sc(C)c1C,-1,1,-2,-4,6,0.4,1,-2,-7,11
Cc1cccc(CCN2C(N(C)C)=NC[C@@H]2CC(C)C)c1,-1,3,-5,0,-3,0.4,4,-1,-9,-2
Cc1ccc(S(=O)(=O)N2CCOCC2)cc1C(=O)OCC(=O)NC1CCCC(C)C1C (stereo not given),-1,-1,-6,-4,5,-0.7,-5,-1,-3,5
COc1ccc(Cl)cc1S(=O)(=O)N(C)CC(=O)NCCCn1ccnc1,-1,0,3,-1,5,0.2,3,1,-4,11
CC(O)(c1cccc(F)c1)c1nc(-c2cc3ccccc3o2)cs1 (stereo not given),-2,3,2,-4,0,0.2,-5,-3,0,-8
CCC(CC)NC(=O)CO/N=C/c1ccccc1OC(F)F,-2,-2,-2,1,-1,0.3,-1,-3,9,2
O=C(Nc1ccnn1C1CCN(Cc2cccc(OCCO)c2)CC1)C1CCOC1 (stereo not given),0,4,-1,2,-4,-0.1,3,0,-1,2
CCCCN(C(=O)CSc1cc(C)c2ccccc2n1)c1c(N)n(Cc2ccccc2)c(=O)[nH]c1=O,2,-1,2,2,9,0.5,-3,-1,-2,0

# Compound profiles, from the list above. Order of values: UHRF1 MBD2 ctr	LEDGF integ inh	TDP2 inh	MBD2 DNA inh	TCR-CD3 inh	KLK7 zymogen act	SIAE inh	PRMT1 FP inh	Tn7 DDE FP	DDE Tn6 FP inh
# CCCCNC(=S)N/N=C1\CCCCc2ccccc21 reads -3	2	13	1	-8	0.5	1	-2	-3	-6
# Cc1ccc(F)cc1C(=O)N1CCOCC1c1cc(C(=O)NCc2ccccc2)no1 (stereo not given) reads 3	-8	-2	3	-6	-0.3	6	5	-4	-4

# Next structures follow:
SMILES,UHRF1 MBD2 ctr,LEDGF integ inh,TDP2 inh,MBD2 DNA inh,TCR-CD3 inh,KLK7 zymogen act,SIAE inh,PRMT1 FP inh,Tn7 DDE FP,DDE Tn6 FP inh
COC(=O)c1ccc(N2C(=O)CC(Sc3n[nH]c(C)n3)C2=O)cc1 (stereo not given),0,3,-9,0,7,-0.6,-2,44*,-3,2
N#Cc1c(NC(=O)c2cccnc2)sc2c1CCC2,-3,-4,1,-3,2,0.8,4,0,1,-2
Cc1cccc(Cn2c(=O)n(Cc3ccco3)c(=O)c3ccccc32)c1,3,1,-4,0,-3,0.5,-4,4,4,-5
Cc1ccc(C2=NS(=O)(=O)N(C)C(C(=O)Nc3ccc(F)cc3F)=C2)cc1,0,4,3,1,3,-0.3,-2,-1,0,-4
O=C(NCC1COc2ccccc2O1)c1cc(S(=O)(=O)N2CCOCC2)ccc1F (stereo not given),-4,-3,-10,-6,4,0.4,5,0,3,2
CCSc1n[nH]c2nc3c(c(=O)n12)C1(CCCC1)Cc1ccccc1-3,1,3,4,1,0,-6.8,7,3,2,3
CC(=O)c1c(C)n(C)c2ccc(O)cc12,-2,-1,1,-4,-1,0.3,-6,-2,-5,4
Cc1ccc(CN2C(=O)C(F)(F)Oc3ccc(C)cc32)cc1,1,0,-9,3,-3,0.4,-1,-4,-13,-4
O=C(Nc1ccccn1)c1ccc(Cl)c(S(=O)(=O)N2CCc3ccccc32)c1,-1,2,-6,0,-1,0.6,-30,0,11,-13
COc1ccccc1/C=C(\C)C(=O)c1c(C)cc(C)[nH]c1=O,-1,4,8,-2,-4,0.0,4,-2,-8,-2
COc1cc(OC)c(C(=O)Nc2ccc(S(=O)(=O)Nc3ncccn3)cc2)cc1OC,0,1,2,2,7,0.4,-2,-2,-3,0
S=c1[nH]nc(CCCc2n[nH]c(=S)o2)o1,5,-1,-3,7,13,0.6,-1,-3,10,4
CCOC(=O)c1ccccc1NC(=O)COC(=O)CSCC(=O)Nc1cc(C)on1,0,-1,-1,1,-3,0.0,7,0,1,2
Oc1oc(-c2ccc(Br)cc2)nc1C=Nc1ccc(Br)cn1,1,-2,3,3,8,-0.1,0,-1,6,-3
CCN(C(=O)CSc1nc(-c2ccccc2)cn1N)c1c(N)n(Cc2ccccc2)c(=O)[nH]c1=O,1,2,1,-2,0,0.0,5,14,4,1
O=C(NNC(=S)NCc1ccc(Cl)cc1)c1cccnc1,-4,1,-11,5,5,0.6,10,-7,-1,-6
COc1cc(C(C)=O)ccc1COc1ccc(C(=O)OCC(N)=O)cc1OC,-1,-1,12,0,2,-0.1,-3,-1,4,1
COc1ccc2[nH]c(CN3CCC(n4nccc4NC(=O)C4CC4)CC3)c(C)c2c1,-4,5,-8,-7,-4,3.0,2,0,-5,-1
CCOC(=O)c1c(C)oc2c1c(C=NCCO)c(O)c1ccccc12,-2,0,4,3,10,-0.1,11,10,4,-2
CN1C(=O)/C(=C/c2cccc(Cl)c2)Sc2ccc(C(=O)NCc3cccnc3)cc21,3,2,-5,-4,-2,-8.7,-19,5,1,-4
Cc1cc(=O)[nH]c2c(C)c(N)ccc12,-3,1,12,0,-8,11,2,-2,4,-6
Cc1ccc2nc(-c3ccc(NC(=S)NCC(C)(C)CN(C)C)cc3)sc2c1,-2,6,1,2,1,0.1,-6,-3,5,5
Cc1ccc(C(=O)O[C@H](C(=O)O)[C@H](OC(=O)c2ccc(C)cc2)C(=O)O)cc1,-3,4,4,-2,-4,0.1,-4,0,-3,1

# An unsorted share of the library; 4.6% or so of the library scored in one or more.
